High-throughput results (PubChem BioAssay)
All columns: NCI-60 one-dose screen, growth in % after 48 h at 10 µM unless noted; 100 = growth as untreated, 0 = no growth, -100 = all killed.
HL-60(TB): HL-60(TB) leukemia cells; 9% of 78,000 active; AID 1794776; active means growth percent below 10
* marks the source's active call; other numbers are inactive results; & = joins results of further samples; ! = not confirmed by another sample; [ ] = dose if it differs, or a comment.

SMILES	HL-60(TB)
CCOC(=O)c1c(CN(C)Cc2ccccc2)nc2ccc(Cl)cc2c1-c1ccccc1	75
COC(=O)[C@@H](Cc1c[nH]c2ccccc12)NC(=O)[C@H](C)NCc1ccc2[nH]ccc2c1	90
Nc1nc(N)c2nc(CNc3ccc(C(=O)NC(CCC(=O)O)C(=O)O)cc3)cnc2n1 (stereo not drawn)	50&35
CNC(=O)c1ccccc1CC1(O)c2ccccc2Oc2ccccc21	18
CCOC(=O)C/C(=N\Nc1cc(=O)[nH]c2cc(C)ccc12)C(=O)OCC	120
O=C(NCc1ccccc1)/C(=C/c1ccc([N+](=O)[O-])cc1)CC(=O)c1ccc(Cl)c(Cl)c1	100
Cc1ccc(NC(=O)N(CCCl)N=O)cc1NC(=O)N(CCCl)N=O	96
COC(=O)C1=COC(C)C2C[n+]3ccc4c([nH]c5ccccc54)c3CC12 (stereo not drawn)	103&106
c1cc2[nH]c3ccncc3c2cn1	91&92
COc1cc2oc(-c3cccc(C(=O)Nc4ccc(Br)cc4)c3)cc(=O)c2c(OC)c1OC	39
O=[N+]([O-])c1ccccc1Nc1ccccc1	59
COC(=O)c1ccc(NC(=O)c2c(C)[nH]c3ccc([N+](=O)[O-])cc3c2=O)cc1O	78
COC(=O)[C@H](Cc1cn(C)cn1)NC(=O)[C@H](CC(C)C)NC(=O)Nc1cc(C(F)(F)F)cc(C(F)(F)F)c1	-73*[100 µM]
Cc1nc2cc(Nc3nc(Nc4ccc(O)cc4)nc(Nc4ccc(F)cc4)n3)ccc2n1Cc1ccccc1	93
COc1ccc(/C=N/NC(=O)c2cnn3c2NC(c2ccccc2)C3)cc1OC (stereo not drawn)	36
O=C(O)CC1Cc2ccccc2C1C(=O)O (stereo not drawn)	65
CSc1nc(Nc2cccc(NC(=O)/C(C#N)=C/c3c(Cl)cccc3Cl)c2)c(C#N)c(-c2cccc([N+](=O)[O-])c2)n1	58
CC(=O)OC[C@H]1OC(Sc2sc(C(=O)c3ccc(Br)cc3)c(N)c2-c2nc3ccccc3s2)[C@@H](OC(C)=O)[C@H]1OC(C)=O (stereo partly drawn)	95
ClCCN(CCCl)c1ccc(/C=N\Nc2ncccn2)cc1	66
COc1cccc(C(=O)Nc2nnc(CCS(=O)(=O)c3ccc(C)cc3)s2)c1	94
O=C1/C(=C/c2ccc(Br)cc2)Oc2ccc(O)c(O)c21	60
O=C(N/N=C/c1ccc(O)cc1)c1ccc2nc(-c3ccc(Cl)cc3)[nH]c2c1	108
CCn1ncc2c(NNS(=O)(=O)c3ccc([N+](=O)[O-])cc3)ncnc21	101
COc1ccc(/C=C2/N=C(c3cnccn3)N(c3cccc4cccnc34)C2=O)cc1	118
CCCCNCCCCCNc1cc(OC)cc2cccnc12	68
COc1ccc(N2C(=N)C(=S)N(c3ccc(C)cc3)C2=O)cc1	97
NNC(=O)C1C(O)CCC2CN3CCc4c([nH]c5ccccc45)C3CC21 (stereo not drawn)	87
COc1ccc(C2c3sc4c(C)cccc4c3Oc3nc(CC(=O)Nc4ccccc4)[nH]c(=O)c32)cc1 (stereo not drawn)	146
Cc1c(Cl)cccc1C(=O)Nc1nc2c(s1)CN(C(=O)c1ccc(C(F)(F)F)cc1)CC2	-22*
CCOC(=O)c1c(NC(=O)c2ccccc2)sc2c1CCC(=O)C2	100
CC/C(=C/c1c(O)cccc1OC)c1ccc2c(OC)cccc2[o+]1	106
N#CC1=C(N)Oc2c(c(N)nn2-c2ccccc2)C1c1ccc(Cl)cc1 (stereo not drawn)	110
COc1cccc(NP2(=O)OCC(C)([N+](=O)[O-])CO2)c1 (stereo not drawn)	61
N=C(N)c1ccc(-c2ccc(-c3ccc(-c4ccc(Cl)cc4)s3)s2)cc1	93
NCCNc1ccc([N+](=O)[O-])cc1	92
C=C(C)[C@@H]1CC[C@]2(C(=O)O)CC[C@]3(C)[C@H](CC[C@@H]4[C@@]5(C)C/C(=C/c6ccco6)C(=O)C(C)(C)[C@@H]5CC[C@]43C)[C@@H]12	-17*[100 µM]
COc1ccc(-c2cc(C(=O)N3CCC(Cc4ccccc4)CC3)nn2-c2ccc(S(C)(=O)=O)cc2)cc1OC	83
CC(C)CCNC(=O)Cn1ccc(N2CCOCC2)cc1=O	101
Nc1nc(-c2cccc(C(F)(F)F)c2)nn1-c1nc2ccccc2s1	111
CC(C)Cc1cc(-c2cc(CC(C)C)[nH]n2)n[nH]1	100
Cc1ccc(S(=O)(=O)N/N=C2\C(=O)C3CCC2C3Cl)cc1 (stereo not drawn)	81
O=S(=O)(NC1c2ccccc2Oc2ccccc21)c1cc(Cl)ccc1Cl	87
CC(O)C1CCCNC1 (stereo not drawn)	98
CCCC(O)Cn1ncc(C(=O)OCC)c1NC(=O)NCc1ccc(C(F)(F)F)cc1 (stereo not drawn)	41
COC(=O)c1c(C)nc(C)c2c1C(=O)C(Br)=C(NCCN1CCOCC1)C2=O	62
Cc1c(-c2csc3nncn23)no[n+]1[O-]	98
CN(C)CCC(C#N)(CCC1CCCCC1)c1ccccc1 (stereo not drawn)	98
N[C@@H](Cc1cn(-c2ccnc3ccccc23)nn1)C(=O)O	110
NS(=O)(=O)c1ccc(-n2ncc(NC(=O)Nc3ccc([N+](=O)[O-])cc3)c2-c2ccccc2)cc1	89
Clc1ccc(N/N=c2/oc3ccccc3cc2-c2cc3ccccc3[nH]2)cc1	89

(further entries)
SMILES	HL-60(TB)
C=C(C)[C@@H]1C[C@@H]2Cc3ccc(Cl)c(C)c3N1O2	3.4*
O=[N+]([O-])c1ccc(F)c([N+](=O)[O-])c1F	92
CN(c1ccccc1)S(=O)(=O)c1cccc(NC(=O)Cn2ccc(C(F)(F)F)n2)c1	66
Cc1csc(-c2ccc3c(c2)COC3(CCCN(C)C)c2ccc(F)cc2)c1 (stereo not drawn)	-48*
Cc1ccc(NCSc2ccc(Cl)cc2)cc1	3.0*!
O=C(CNc1nc(-c2ccccc2)cs1)Nc1ccccc1Cl	84
O=C(NC(=S)N1CCOCC1)c1ccccc1	104
CCCCS(=O)(=O)c1ccc(Cl)c2ccccc12	93
CC(=O)Nc1ccc(Sc2ccc(NC(C)=O)cc2)cc1	73
O=S1(=O)N(Cc2ccccc2)[C@@H](Cc2ccccc2)C2O[C@H]2[C@H](Cc2ccccc2)N1Cc1ccccc1 (stereo partly drawn)	46
O=C1CC2CCC1C2 (stereo not drawn)	92
O=C1C(Cl)=C(NCCCO)C(=O)c2ccccc21	97
Cc1csc(/N=C(N)/N=C(\N)c2ccccc2Br)n1	114
Cc1ccc(C(=O)CCCC(=O)c2ccc(C)cc2)cc1	133
COc1ccc2c(c1)oc1c(C)c3c(c(C)c12)C(=O)N(CCCO)C3=O	109
O=C(c1ccc(Cl)cc1)C1[C@H](c2ccc(Cl)cc2)[C@@H](c2ccccc2)NC12C(=O)Nc1ccccc12 (stereo partly drawn)	49
COc1cc(-c2ncn(/C=C\c3nnco3)n2)cc(C(F)(F)F)c1	11
O=c1[nH]cc(Br)c(=S)[nH]1	110
c1csc(-c2nc(-c3cc4ccccc4c(N4CCOCC4)n3)cs2)c1	121
O=C(N/N=C\c1ccc(Cl)cc1Cl)C1CC1	56
COc1cc(-c2nn(C(C)(C)C)cc2-c2ccnc(NCCCNS(=O)(=O)c3ccc(C)cc3)n2)ccc1F	76
CCOC(=O)C(CCSC)(CCN(C)Cc1ccccc1)C(=O)OCC	86
COC(=O)C12C3C4C1C1C2C3C41NC(=O)c1csc([C@@H](C[C@H](C(C)C)N(C)C(=O)[C@@H](NC(=O)[C@H]2CCCCN2C)C2CC2)OC(C)=O)n1 (stereo partly drawn)	-37*
COC(=O)CC1=CCC(n2cc(F)c(N)nc2=O)O1 (stereo not drawn)	85
COc1ccc(-n2c(C)c(-c3ccccc3)c(-c3ccccc3)c2C)cc1	52
CCC(/C=C\C(C)=O)CC	104
COc1ccc(Sc2cncc(NC3CCCCCC3)n2)cc1	85
Cc1ccccc1OCCCn1ccc(=O)[nH]c1=O	107
FC(F)(F)c1ccc(-c2cnc(-n3ccnc3)nc2NC2CCCCCC2)cc1	91
Cc1cccn2c(=S)[nH]nc12	59
COc1cccc2c1C(=O)c1c(O)c3c(c(O)c1C2=O)C[C@@](O)(C(=O)COC(=O)c1ccccc1)C[C@@H]3OC1CC(N)C(O)C(C)O1 (stereo partly drawn)	-75*
CCn1c2ccc(O)cc2c2c(C)c3c[n+](CCCCCC(=O)O)ccc3c(C)c21	91
CC(C)CC(=O)Oc1ccc(Cl)cc1	100
CCCCCCCC(=O)OC	106
COc1cc(-c2n/c(=C\c3c(O)[nH]c4ccccc34)cc3c2=Nc2ccccc2-3)ccc1F	63
CC(C)N(CCCCO)C(C)C	102
CCOC(=O)c1cc(-c2ccccc2)nc2ccc(Cl)cc12	73
Cn1c(=O)c2c(nc(Nc3ccccc3)n2CC(=O)Nc2ccc(F)cc2)n(C)c1=O	76
CC(=O)c1sc(/N=C2\NC(=O)/C(=C/c3ccc(Cl)cc3)S2)nc1C	102
CC1(C)CC(=O)c2cc3c(N)c(C(=O)Nc4ccc(Cl)cc4)sc3nc2C1	107
COc1cc2nc(Cl)nc(NCCO)c2cc1OC	104
C=C(C)[C@@H]1CC=C2c3sc(-c4ccccc4)nc3C[C@@H](C)[C@]2(C)C1	109
COc1ccc(C(=O)c2oc3nc(-c4cnccn4)cc(-c4cccs4)c3c2N)cc1	89
COc1c(O[C@@H]2OC(CO)[C@H](O)[C@H](O)C2O)cc2oc3cc(O[C@H]4O[C@H](CO)[C@@H](O)C(O)C4O)c(CC=C(C)C)c(O)c3c(=O)c2c1CC=C(C)C (stereo partly drawn)	103
Cc1ccc(/C=C/C(=O)c2cccc(OCCCCOc3cccc(C(=O)/C=C/c4ccc(C)cc4)c3)c2)cc1	100
C=CCn1c(SCC(=O)Nc2ccc(C(=O)/C=C/c3ccc(OC)cc3)cc2)nnc1-c1cc(-c2ccc(S(N)(=O)=O)cc2)nc2ccccc12	81
Cc1ccc2nc(COc3ccc(C(=O)N/N=C/c4ccc(Cl)cc4)cc3)[nH]c2c1	89
Nc1nc(=O)[nH]c(=O)[nH]1	96
COc1cc2cc(Oc3ccc(NC(=O)Nc4ccc(C)cc4)cc3)c(C)nc2cc1OC	93
CC(C)CNCCCCCCl	86

Next section
SMILES	HL-60(TB)
N#Cc1c(-c2ccccc2)cc(-c2ccccc2)n(CC(=O)O)c1=O	24
CCOP(=O)(Cc1ccc(N)cc1)OCC	103
COc1ccc(/C=C2/C(=O)/C(=C/c3ccc(OC)cc3)C3CCC2N3C)cc1	35
CN1C(=O)[C@@H](NC(=O)[C@H](CCC(F)(F)F)CC(=O)N2CCCCC2)N=C(c2ccccc2)c2ccccc21	94
CC(C)=NO	88
CC(NC(=O)CCSCC1NC(=O)C2C(N1)SC1CCCC12)C1CNN(C)C1C (stereo not drawn)	99
COc1ccc2cc([C@H](C)C(=O)N/N=C/c3ccc(O)cc3)ccc2c1	77
N#Cc1ccc(OC(=O)Nc2ccccc2Cl)cc1	88
Cc1ccc2[nH]c(=O)cc(N/N=C3\SCC(=O)N3c3ccccc3)c2c1	86
COc1ccc(/C=N/N(C)C)cc1	100
CC1CN(S(=O)(=O)c2ccc(-c3cc4ccccc4c(=O)o3)cc2)CC(C)C1(F)F (stereo not drawn)	108
CC(=O)CC(C)(C)S(=O)(=O)O	90
CN1c2ccccc2[C@]2(C)Cc3cc(Cl)ccc3N[C@H]12	106
CSc1nnc2c(=O)n(C)c(=O)n(C)c2n1	161
CCOc1cnc(NC(=O)CCl)nc1OCC	96
CCOC(=O)c1cc(C(=O)c2ccc(OC)cc2)n2ccc(/C=C/c3ccn4c(C(=O)c5ccc(OC)cc5)cc(C(=O)OCC)c4c3)cc12	104
Cc1cc(Cl)nc(NCc2cc(Nc3ccnc4cc(Cl)ccc34)ccc2F)n1	42
O=S(=O)(O)c1ccncc1	42
C#C[C@]1(O)CC[C@H]2[C@@H]3CC=C4c5sc(-c6cccc(O)c6)nc5CC[C@]4(C)[C@H]3CC[C@@]21C	-31*
N#Cc1ccc(N)cc1OCCCN1CCCCC1	85
Cc1nnc2n1-c1ccc(Cl)cc1C(c1ccccc1)=NC2	101
S=C(Nc1ccccc1)c1ccccc1	122
COCCOc1ccccc1	76
CCCCN1C(=O)CC(C(=O)OCC)=C1C	93
O=C(O)c1ccccc1/C=N/NC(=O)c1cnc2n(c1=O)CCCCC2	99
Cc1nc2sc(C(=O)Nc3cccc(Br)c3)c(N)c2cc1C(=O)c1ccccc1	95

Among those listed so far, 17 contain fluorine:
SMILES	HL-60(TB)
COC(=O)[C@H](Cc1cn(C)cn1)NC(=O)[C@H](CC(C)C)NC(=O)Nc1cc(C(F)(F)F)cc(C(F)(F)F)c1	-73*[100 µM]
Cc1nc2cc(Nc3nc(Nc4ccc(O)cc4)nc(Nc4ccc(F)cc4)n3)ccc2n1Cc1ccccc1	93
Cc1c(Cl)cccc1C(=O)Nc1nc2c(s1)CN(C(=O)c1ccc(C(F)(F)F)cc1)CC2	-22*
Nc1nc(-c2cccc(C(F)(F)F)c2)nn1-c1nc2ccccc2s1	111
CCCC(O)Cn1ncc(C(=O)OCC)c1NC(=O)NCc1ccc(C(F)(F)F)cc1 (stereo not drawn)	41
O=[N+]([O-])c1ccc(F)c([N+](=O)[O-])c1F	92
CN(c1ccccc1)S(=O)(=O)c1cccc(NC(=O)Cn2ccc(C(F)(F)F)n2)c1	66
Cc1csc(-c2ccc3c(c2)COC3(CCCN(C)C)c2ccc(F)cc2)c1 (stereo not drawn)	-48*
COc1cc(-c2ncn(/C=C\c3nnco3)n2)cc(C(F)(F)F)c1	11
COc1cc(-c2nn(C(C)(C)C)cc2-c2ccnc(NCCCNS(=O)(=O)c3ccc(C)cc3)n2)ccc1F	76
COC(=O)CC1=CCC(n2cc(F)c(N)nc2=O)O1 (stereo not drawn)	85
FC(F)(F)c1ccc(-c2cnc(-n3ccnc3)nc2NC2CCCCCC2)cc1	91
COc1cc(-c2n/c(=C\c3c(O)[nH]c4ccccc34)cc3c2=Nc2ccccc2-3)ccc1F	63
Cn1c(=O)c2c(nc(Nc3ccccc3)n2CC(=O)Nc2ccc(F)cc2)n(C)c1=O	76
CN1C(=O)[C@@H](NC(=O)[C@H](CCC(F)(F)F)CC(=O)N2CCCCC2)N=C(c2ccccc2)c2ccccc21	94
CC1CN(S(=O)(=O)c2ccc(-c3cc4ccccc4c(=O)o3)cc2)CC(C)C1(F)F (stereo not drawn)	108
Cc1cc(Cl)nc(NCc2cc(Nc3ccnc4cc(Cl)ccc34)ccc2F)n1	42

This is a subset; count on the stated rates, not on these rows.
